Assay outcomes: PubChem BioAssay, several laboratories
JNK3 inh: JNK3 kinase activity inhibitors, primary screen, biochemical, human, purified enzyme; HTS; 60,000 compounds, 0.61% hits; inhibition, % at 8 µM; Mitogen-activated protein kinase 10 (Homo sapiens), P53779; in the data active = inhibition above about 17%;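 also: 0% = DMSO and 100% = reference inhibitor; many of its hits are not listed in these tables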
Abs 340nm: compound light absorbance at 340 nm, profiling panel, artefact control, biochemical, MLSMR library, data from PS, PMK, MK assays; 65,000 tested, under 10 active; fold change at 10 µM; compound absorbance at 340 nm, fold over control;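 active = at 10 µM dose, initial 340 nm absorbance at least 2 fold that of control wells; inactive = change under 2 fold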;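 also: initial absorbance extrapolated from kinetic A340 decline of NADH oxidation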
PKA kinase inh: inhibitors of human PKA kinase activity, primary screen, biochemical, ATP-depletion luminescence, Kemptide substrate | cAMP-dependent protein kinase catalytic subunit alpha (Homo sapiens), P17612 | PKA Kemptide phosphorylation, Kinase-Glo ATP luminescence | inhibition, % at 6 µM | 65,000 compounds, 0.1% hits;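 active = inhibition above the screen-wide mean inhibition plus 3 SD, cut at about 21% in these data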; also: many of its hits are not listed in these tables
MMP-13 inhibitor: human MMP13 inhibitors, primary screen, biochemical, FRET peptide cleavage; AID 570, 2006; Collagenase 3 (Homo sapiens), P45452; MMP-13 fTHP FRET cleavage, Mca fluorescence; inhibition, % at 4 µM; 65,000 compounds, 0.07% hits;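 active = inhibition above the mean of compound-free control plate wells plus 3 SD, cut at about 14% in these data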;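 also: 0% = DMSO wells and 100% = wells with reference MMP-13 inhibitor after basal subtraction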
Autofluor 339: intrinsic fluorescence of library compounds, ex339/em460 – biochemical, MLSMR library, data from DPM-DC assay, artefact control, profiling panel; compound autofluorescence, ex339/em460 nm, NADH buffer; active compounds read high; 1 = no-compound wells, NADH background; fluorescence fold increase at 10 µM; 65,000 compounds, 5.5% hits;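 active = at 10 µM, mean starting fluorescence two-fold or more over control wells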;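 also: signal is the first read of a kinetic run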
HEK293 NFkB inh: inhibitors of PMA/ionomycin-induced NF-kB reporter, primary screen, antigen receptor NF-kB inhibitor project, cell-based, HEK-293 luciferase reporter, luminescence; 62,000 compounds, 0.21% hits; AID 465, 2006; inhibition, % at 3 µM; HEK-293 NF-kB luciferase reporter;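 active = inhibition above the mean of all tested compounds plus 3 SD, cut at about 40% in these data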;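 also: 0% = stimulated DMSO wells and 100% = 10 µM reference inhibitor 5653914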
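Timing: 1 h pretreatment, 16 h stimulation, 37 °C; system: HEK-293 cells with stable firefly luciferase reporter driven by four HIV NF-kB elements; doses: 3 µM once, 0.30% DMSO; measured by: luciferase luminescence; control set: DMSO and 10 µM reference inhibitor; repeats: single test; reagent: PMA plus ionomycin mix as NF-kB-activating stimulus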
Ecoli tolC: growth inhibitors of E. coli tolC mutant, primary screen, strain BW25113 ΔtolC::kan, 384-well. OD615. growth inhibition, % at 10 µM (by protocol). 65,000 compounds, 2.2% hits. AID 573, 2007;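 active = growth inhibition at or above a cutoff equal to the mean over every tested compound plus 3 SD, cut at about 60% in these data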;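 also: growth measured after 20 h incubation at 37 °C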
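System: E. coli ΔtolC::kan strain BW25113; Buffer or medium: LB broth supplemented with 50 µg/mL kanamycin; Compound: 10 µM final, single dose; Incubation: bacterial growth with compound for 20 h at 37 °C; Signal: A615 absorbance measurement; Evaluation: growth inhibition in percent.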
NADH enzymes: inhibitors of PK/LDH coupling enzymes, profiling panel, artefact control, biochemical, MLSMR library | coupled PK/LDH NADH assays, four targets | AID 774, 2007 | IC50, µM (top dose mostly 10 µM), without a hit: top-dose inhibition | 65,000 compounds, 0.02% hits;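 active = single-dose screening hits from any of four coupled enzyme assays that gave an IC50 when retested across doses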;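 also: the DPM-DC format reads NADH fluorescence rather than 340 nm absorbance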
ROCK2 blocker: inhibitors of human ROCK2 kinase, primary screen, biochemical, high-throughput, luminescence; Rho-associated protein kinase 2 (Homo sapiens), O75116; purified ROCK2, Kinase-Glo ATP depletion luminescence; inhibition, % at 6 µM; 60,000 compounds, 0.35% hits;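 active = inhibition above the screen-wide mean inhibition plus 3 SD, cut at about 18% in these data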;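 also: plate controls were DMSO wells for no effect and Y-27632 control wells after no-enzyme background subtraction for full effect; many of its hits are not listed in these tables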
Target sequence (O75116 whole entry, looked up): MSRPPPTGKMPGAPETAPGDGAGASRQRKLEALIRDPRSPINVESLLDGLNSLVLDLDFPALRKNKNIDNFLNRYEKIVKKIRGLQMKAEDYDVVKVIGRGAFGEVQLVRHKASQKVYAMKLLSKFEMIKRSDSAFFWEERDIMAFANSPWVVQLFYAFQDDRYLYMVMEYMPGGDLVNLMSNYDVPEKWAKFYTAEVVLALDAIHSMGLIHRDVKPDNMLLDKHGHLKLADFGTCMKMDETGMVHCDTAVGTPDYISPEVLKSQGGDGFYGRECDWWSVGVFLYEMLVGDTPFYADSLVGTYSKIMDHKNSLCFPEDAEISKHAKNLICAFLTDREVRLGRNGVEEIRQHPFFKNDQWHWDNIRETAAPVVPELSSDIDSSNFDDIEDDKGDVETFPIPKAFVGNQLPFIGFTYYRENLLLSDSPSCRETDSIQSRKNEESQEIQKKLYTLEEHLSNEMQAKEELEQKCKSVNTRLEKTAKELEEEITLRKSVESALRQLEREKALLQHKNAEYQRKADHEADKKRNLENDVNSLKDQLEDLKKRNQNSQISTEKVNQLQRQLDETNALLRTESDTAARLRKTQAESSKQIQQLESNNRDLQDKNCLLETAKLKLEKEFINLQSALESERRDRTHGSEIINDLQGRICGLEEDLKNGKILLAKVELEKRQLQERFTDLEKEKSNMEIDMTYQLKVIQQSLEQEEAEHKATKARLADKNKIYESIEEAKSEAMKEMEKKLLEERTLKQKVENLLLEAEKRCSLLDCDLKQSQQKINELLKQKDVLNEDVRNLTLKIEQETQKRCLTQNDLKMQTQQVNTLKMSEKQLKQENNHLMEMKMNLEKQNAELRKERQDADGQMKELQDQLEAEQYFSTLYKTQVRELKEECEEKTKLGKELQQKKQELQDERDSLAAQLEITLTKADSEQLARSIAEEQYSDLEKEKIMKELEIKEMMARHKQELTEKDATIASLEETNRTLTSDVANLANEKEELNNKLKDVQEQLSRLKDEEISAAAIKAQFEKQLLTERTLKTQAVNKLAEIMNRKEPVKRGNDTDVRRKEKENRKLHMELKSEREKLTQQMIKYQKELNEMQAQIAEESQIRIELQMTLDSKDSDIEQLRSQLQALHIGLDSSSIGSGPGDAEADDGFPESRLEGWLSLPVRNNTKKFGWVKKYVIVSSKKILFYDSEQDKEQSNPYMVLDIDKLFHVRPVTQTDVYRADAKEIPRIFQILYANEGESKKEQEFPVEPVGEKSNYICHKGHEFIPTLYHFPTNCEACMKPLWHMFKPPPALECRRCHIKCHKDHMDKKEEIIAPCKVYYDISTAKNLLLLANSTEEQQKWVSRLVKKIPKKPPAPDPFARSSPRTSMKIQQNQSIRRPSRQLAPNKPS
* hit, by the source's call; · = not tested or not shown; [ ] = another dose, or the depositor's remark.

Every second line gives: JNK3 inh, Abs 340nm, PKA kinase inh, MMP-13 inhibitor, Autofluor 339, HEK293 NFkB inh, Ecoli tolC, NADH enzymes, ROCK2 blocker
(1) CCOc1ccc(N2CC(C(=O)Oc3ccccc3)CC2=O)cc1 (stereo unspecified)
→ -4.4, 1.01, -8.6, 2.9, 1.1, 14.4, -25.6, 4.0%, -8.3
(2) CCOc1cc(C2C(C#N)=C(N)SC(N)=C2C#N)ccc1OCCN1CCOCC1
→ 8.3, 1.11, 8.3, -3.1, 1.13, 14.2, 10.7, 0.0%, 10.1
(3) CCN(C(=O)c1ccnc(C(C)(C)C)c1)c1ccccc1
→ 1.9, 0.99, 0.4, 0.9, 1.01, 15.8, 7.9, 4.0%, 2.8
(4) O=C(CSc1nc2ccsc2c(=O)n1Cc1ccccc1)NCc1ccco1
→ ·, 1, 5.8, 5.7, 1.17, 1.6, -15.1, 5.0%, ·
(5) COc1ccc(-c2nc3cccc(C)n3c2NCc2ccco2)cc1OC
→ -0.2, 1.03, 3.8, -119.0[fluorescence artefact?], 5.1*, 4.2, 7.2, 9.0%[fluoresces], 0.1
(6) CSc1[nH]c(=O)c(C(=O)O)cc1C#N
→ 1.1, 1.07, 3.0, -16.2, 1.17, 13.0, -12.5, 2.0%, 4.8
(7) COC(=O)C1C(=O)C2=C(CC1C)NC(C)=C(C(=O)OCc1ccc(OC)cc1)C2c1ccc(C)o1 (stereo unspecified)
→ 0.1, 1.02, 9.4, -0.9, 1.18, 25.5, 24.1, 4.0%, 4.4
(8) O=S(=O)(NC1CCCCC1)c1ccc(Br)cc1
→ 5.9, 1.01, 1.1, 3.5, 1.06, 8.3, 16.1, 8.0%, -1.2
(9) O=C1CCCC2=C1C(c1ccncc1)c1c(nc(SCc3ccccc3)[nH]c1=O)N2 (stereo unspecified)
→ ·, 1.1, -0.2, -65.3[fluorescence artefact?], 2.19*, 2.9, 16.5, 5.0%[fluoresces], ·
(10) COc1ccccc1C(=O)N1CCN(C(=O)COc2cccc(C)c2)CC1
→ -10.0, 0.99, 15.0, 0.5, 1.02, 0.6, -6.2, 2.0%, 5.6
(11) Cc1ccccc1C(=O)Nc1ccc2c(c1)OCO2
→ -5.9, 1.03, 0.0, 0.0, 1.08, -32.0, -29.2, 5.0%, 4.7
(12) COc1ccc(-c2noc(CCC(=O)NCCCN3CCC(C)CC3)n2)cc1
→ ·, 1.06, 3.0, -4.1, 1.19, 3.7, -11.8, 2.0%, ·
(13) O=C(c1cc2ccccc2o1)N1CCN=C1SCc1cccnc1
→ 1.1, 1, 14.4, 7.9, 1, 19.3, -5.9, 6.0%, 7.2
(14) CCOc1cccc(N2C(=O)CC(NCc3ccc(S(N)(=O)=O)cc3)C2=O)c1 (stereo unspecified)
→ 2.6, 1.05, 7.9, -3.5, 1.06, -9.4, 3.3, 8.0%, 5.3
(15) COC(=O)c1cccc(S(=O)(=O)N2CCCCC2)c1
→ -1.4, 1.02, -4.2, -2.0, 1.09, 9.9, -5.9, 4.0%, 2.1

(next part)
Every second line gives: JNK3 inh, Abs 340nm, PKA kinase inh, MMP-13 inhibitor, Autofluor 339, HEK293 NFkB inh, Ecoli tolC, NADH enzymes, ROCK2 blocker
(16) CCC1CCCCN1C(=O)Cn1c(=O)oc2ccccc21 (stereo unspecified)
→ ·, 1.04, 3.5, 5.7, 1.1, 12.5, -6.8, 2.0%, ·
(17) COC(=O)CSc1nnc(C2COc3ccccc3O2)n1-c1ccccc1 (stereo unspecified)
→ 4.1, 1.07, 4.6, 3.0, 1.12, 11.4, 9.6, 2.0%, 4.8
(18) Cc1cc(N2CC(C(=O)O)CC2=O)ccc1Br (stereo unspecified)
→ -6.2, 1.01, 12.5, 0.5, 0.99, 4.2, -24.3, 3.0%, 9.7
(19) O=C1Nc2cc3c(cc2Sc2ccccc21)OCCO3
→ 4.7, 1.03, -2.1, -8.3, 1.07, 16.8, 4.0, 4.0%, 2.2
(20) Cc1cc(OCC(=O)NCCN2CCOCC2)ccc1Br
→ 1.1, 1.03, 7.4, -2.0, 1.09, -1.6, -17.5, 7.0%, 6.7
(21) Cc1cccc(OCC(=O)N2CCN(C(=O)CCC3CCCC3)CC2)c1
→ 8.5, 1.03, 2.6, 2.1, 1.13, 1.3, 2.5, 10.0%, -0.3
(22) Cc1nc2ccc(S(=O)(=O)NC(C(=O)Nc3nccs3)C(C)C)cc2s1 (stereo unspecified)
→ 0.6, 0.98, 6.8, 5.8, 1.04, 14.0, -3.6, 3.0%, 3.9
(23) O=C(COC(=O)Cn1cnc2ccccc21)NCCC1=CCCCC1
→ 0.1, 1.02, 7.2, -0.7, 1.08, 10.1, -20.2, 5.0%, 1.6
(24) CCCc1ccc(-c2ccc(F)c(N)c2)nc1
→ 1.9, 1.05, -11.6, -0.9, 1.12, 4.1, 4.4, 8.0%, -6.1
(25) COc1ccc(NC(=O)NCCCN2CCN(c3cc(C)ccc3C)CC2)cc1
→ -2.3, 1.02, -4.9, 0.2, 1.09, 13.3, 21.1, 2.0%, 2.7
(26) CCOc1ccccc1C1CC(c2ccccc2)Nc2nc(N)nn21 (stereo unspecified)
→ 4.5, 1.04, 6.3, -8.9, 1.3, 19.7, 11.2, 4.0%, 1.2
(27) CC1CCCCN1c1nnc(NC(=O)Cn2c(=O)oc3ccccc32)s1 (stereo unspecified)
→ 5.0, 1.07, 1.5, 1.7, 1.05, 11.1, 18.0, 5.0%, 1.6
(28) O=C(c1ccc(Cn2cc(Cl)cn2)o1)N1CCN(Cc2ccc3c(c2)OCO3)CC1
→ -4.8, 1, -0.3, 6.0, 1.2, 10.7, 11.4, 8.0%, 3.9
(29) Cn1c(=O)c2c3c(sc2n2c(SCC(=O)c4ccccc4)nnc12)COC(C)(C)C3
→ -3.9, 1.08, -2.9, 1.7, 1.03, ·, -2.6, 6.0%, -2.4
(30) CC(=O)c1ccc(OCC(=O)NC2CCS(=O)(=O)C2)cc1 (stereo unspecified)
→ 2.7, 0.97, -0.4, 3.8, 1.07, 8.0, -30.9, 8.0%, 3.0

Rewritten with tabs: entries from further up.
#	canonical_smiles	JNK3 inh	Abs 340nm	PKA kinase inh	MMP-13 inhibitor	Autofluor 339	HEK293 NFkB inh	Ecoli tolC	NADH enzymes	ROCK2 blocker
16	CCC1CCCCN1C(=O)Cn1c(=O)oc2ccccc21 (stereo unspecified)	·	1.04	3.5	5.7	1.1	12.5	-6.8	2.0%	·
20	Cc1cc(OCC(=O)NCCN2CCOCC2)ccc1Br	1.1	1.03	7.4	-2.0	1.09	-1.6	-17.5	7.0%	6.7
26	CCOc1ccccc1C1CC(c2ccccc2)Nc2nc(N)nn21 (stereo unspecified)	4.5	1.04	6.3	-8.9	1.3	19.7	11.2	4.0%	1.2

Additional records
Every second line gives: JNK3 inh, Abs 340nm, PKA kinase inh, MMP-13 inhibitor, Autofluor 339, HEK293 NFkB inh, Ecoli tolC, NADH enzymes, ROCK2 blocker
(31) O=C(CSc1nc2ncccc2[nH]1)NCc1ccccc1
→ 4.1, 1.03, 5.6, -2.5, 1.12, -10.2, -1.9, 4.0%, 2.4
(32) Cc1ccccc1-c1nc(CN2CCC(C(=O)NCc3ccco3)CC2)c(C)o1
→ -4.0, 0.95, 9.8, 9.2, 1.12, 15.3, 0.5, 8.0%, 2.5
(33) COC(=O)c1ccc(C(=O)OC)c(NC(=O)Nc2ccc3c(c2)OCO3)c1
→ -2.7, 0.98, 3.8, -1.0, 1.1, 1.8, -8.7, 2.0%, 5.7
(34) CCC(NC(=O)OC(C)(C)C)C(=O)Oc1ccc2c3c(c(=O)oc2c1)CCC3 (stereo unspecified)
→ 1.5, 1.03, 2.1, -351.3, 3.65*, -0.5, 7.2, 9.0%[fluoresces], 3.9
(35) COC(=O)c1ccc(N2C(=O)CC(N3CCOCC3)C2=O)cc1 (stereo unspecified)
→ 3.8, 1.06, 3.5, -6.7, 1.09, 6.8, -7.9, 2.0%, -1.7
(36) COCCn1nnnc1C(c1ccc(OC)c(OC)c1)N1CCN(c2nc3ccccc3s2)CC1 (stereo unspecified)
→ 2.1, 0.98, 13.0, 4.3, 1.06, 1.3, 10.7, 4.0%, 3.8
(37) Cc1nc2nc[nH]n2c(=O)c1NS(C)(=O)=O
→ 0.8, 0.99, 12.4, 1.0, 1.08, 10.2, -18.8, 6.0%, 8.0
(38) CCOC(=O)c1cnc(NCc2ccccc2)nc1C
→ -4.5, 1.01, 3.4, 1.7, 0.95, -12.5, 8.6, 5.0%, 7.2
(39) CC1S/C(=C(\C#N)C(N)=O)N(c2ccc(F)cc2)C1=O (stereo unspecified)
→ 12.9, 1.01, -1.4, 2.5, 1.08, 2.5, -19.9, 8.0%, 1.1
(40) CCc1nc(N)c(C#N)c(-c2cccnc2)c1C
→ 1.8, 1.11, 1.3, -0.6, 1.47, 9.7, -11.3, 4.0%, 1.1
(41) Cc1ccc(-c2nc(CSCC(=O)NCCCN3CCOCC3)c(C)o2)cc1
→ -5.6, 1.01, 2.3, -8.3, 1.1, 11.4, -14.1, 4.0%, 0.2
(42) CCC(C(=O)NC1CCCC1)N(C(=O)Cn1nnc(-c2ccc(C)o2)n1)c1cnc2ccccc2c1 (stereo unspecified)
→ -3.5, 0.94, -3.3, 3.1, 1.08, 12.6, 2.8, 5.0%, -1.1
(43) Fc1ccc(N2CCN(C(c3cccs3)c3nnnn3CCc3ccccc3)CC2)cc1 (stereo unspecified)
→ 3.4, 0.99, 11.1, -0.5, 1.03, 13.2, 19.5, 3.0%, 4.8
(44) COc1ccc2nc(NCc3ccccc3)[nH]c2c1
→ -5.2, 1, 3.2, -2.0, 1.13, 11.4, 11.3, 6.0%, 5.9
(45) CCOC(=O)Cc1c(C)nc2cc(-c3ccc(Cl)cc3)[nH]n2c1=O
→ 1.0, 1.07, 7.9, -31.2, 1.53, -7.2, -2.9, 0.0%, 6.1
(46) O=C(CN(c1ccc(F)cc1)S(=O)(=O)c1ccc2c(c1)OCCO2)NCC1CCCO1 (stereo unspecified)
→ 1.1, 0.98, -7.1, 10.8, 1.02, 7.5, -1.7, 3.0%, -1.4
(47) CCc1ccc(OCC(O)CN2CCN(c3ccccc3)CC2)cc1 (stereo unspecified)
→ -2.0, 1.01, -3.2, -0.2, 1.07, 7.9, 7.2, 7.0%, -1.5

The list is partial, so the mix of outcomes need not match the whole.
